Source: PubChem (National Center for Advancing Translational Sciences (NCATS))
HCV inhibitor – inhibitors of hepatitis C virus infection; Huh7.5.1 HCVcc-Cre infection, luciferase reporter, 44 h; Potency, µM (series often up to 41.8 µM), without a hit: at the highest dose activity change, negative = inhibition, most hits filed as inhibitors; actives 3.4% (n = 340,000)
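After 44 h co-culture of compound, cells and HCVcc-Cre (~0.5 moi), substrate is added for 15 min at room temperature and luciferase measured over 15 sec. Cells were seeded at 1,000/well and pre-cultured 4 h.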
Sm TGR block – blocks Schistosoma mansoni thioredoxin glutathione reductase; Potency, µM (top dose mostly 114 µM), without a hit: at the top dose activity change, negative = inhibition, actives largely listed as inhibitors; purified TGR, DTNB reduction, TNB absorbance 405 nm; actives 3% (n = 360,000); Q962Y6; note: nearly all actives have a fitted effect of over 60% in size
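First, TGR (20 nM dispensed) and NADPH were mixed with compound. Second, a 15 min room-temperature incubation followed. Third, further NADPH and then DTNB were added to start the reaction. Finally, TNB absorbance was monitored kinetically.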
Pf growth 48h – P. falciparum growth inhibition at 48 hours (one generation) | P. falciparum luciferase growth in erythrocytes, 48 h | Potency, µM (doses to about 28.7 µM), inactives show at the highest dose activity change, negative = inhibition, usual class: inhibitors | actives 5.9% (n = 310,000)
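A one-generation exposure of luciferase-tagged malaria parasites in RPMI 1640/Albumax erythrocyte culture, 37 C and 5% CO2. Inhibition is inferred from decreased luminescence after adding detection reagent.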
LmPK inh – LmPK (Leishmania mexicana) enzyme inhibition. purified LmPK, Kinase-Glo ATP luminescence, 1 h. Potency, µM (top dose mostly 57.5 µM), inactives show top-dose activity change, negative = inhibition, usual class: inhibitors. Q27686. actives 0.37% (n = 290,000)
Target sequence (Q27686 whole entry, looked up): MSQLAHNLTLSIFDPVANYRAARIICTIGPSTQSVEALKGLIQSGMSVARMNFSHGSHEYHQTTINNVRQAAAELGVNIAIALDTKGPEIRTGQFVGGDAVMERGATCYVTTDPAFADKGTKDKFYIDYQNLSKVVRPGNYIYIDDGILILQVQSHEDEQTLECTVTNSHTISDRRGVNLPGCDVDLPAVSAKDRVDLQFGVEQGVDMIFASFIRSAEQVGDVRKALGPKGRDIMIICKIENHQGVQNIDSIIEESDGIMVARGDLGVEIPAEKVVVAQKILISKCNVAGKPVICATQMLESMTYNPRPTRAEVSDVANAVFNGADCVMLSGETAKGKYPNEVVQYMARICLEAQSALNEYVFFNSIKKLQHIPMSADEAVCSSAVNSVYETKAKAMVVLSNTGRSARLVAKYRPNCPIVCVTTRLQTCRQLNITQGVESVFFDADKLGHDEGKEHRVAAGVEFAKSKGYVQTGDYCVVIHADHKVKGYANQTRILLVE
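0.1 nM LmPK, 0.5 mM PEP, 0.1 mM ADP; 50 mM imidazole pH 7.2, 7 mM MgCl2, 50 mM KCl; 1 h RT. Kinase-Glo luminescence readout, normalized to no-enzyme (full inhibition) and uninhibited wells.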
Tb PYK inh – blocks Trypanosoma brucei pyruvate kinase | Q57TT1 | TbPYK enzyme, Kinase-Glo Plus ATP luminescence, 45 min | Potency, µM (titrated, usually from 76.8 µM), without a hit: at the top dose activity, negative = inhibition, usual class: inhibitors | actives 0.12% (n = 410,000) | AID 624173; note: nearly all actives have a fitted effect of over 50% in size
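ADP (130 uM final) triggers the TbPYK reaction after compound addition; incubation is 45 min at room temperature. Kinase-Glo Plus is then added and luminescence imaged. Normalized data are fitted to concentration-effect curves.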
Pf growth 96h – P. falciparum growth inhibition at 96 hours; Potency, µM (series often up to 28.7 µM), inactives show top-dose activity change, negative = inhibition, hits mostly inhibitors; AID 504834; P. falciparum luciferase reporter growth, 96 h; actives 6.9% (n = 320,000)
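Compounds incubated with erythrocytes infected by luciferase-expressing P. falciparum (2% hematocrit, 0.05% parasitemia final) for 96 hours, 37 C in 5% CO2. Growth inhibition scored as decreased luciferase luminescence.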
* = called active by the depositor; ? = inconclusive; . = not tested or not shown; & = joins results of further samples; [ ] = another dose, or the depositor's remark. Calls come from the whole dose curve; as a rule, active = well fitted curve in the direction sought with a large enough effect; inconclusive = small, poorly fitted or top-dose-only effect, or another doubt; inactive = no such curve, though single readings can be large; an effect the other way counts as inactive or inconclusive. % is set by controls: 0 for no effect and ±100 for the full control effect; potency is the fitted concentration of half-maximal effect.

SMILES | HCV inhibitor | Sm TGR block | Pf growth 48h | LmPK inh | Tb PYK inh | Pf growth 96h
COC(=O)CCCC1=CC2=CC(=O)C(C)(OC(=O)c3cccs3)C(=O)C2=CN1Cc1ccc2c(c1)OCO2 (stereo not given) | 1% | -29% | 13µM* | -2%[11.5 µM] | -7% | ?
Cc1onc(-c2ccccc2)c1C(=O)N1CCN(Cc2ccccc2)CC1 | -9% | -27% | 6% | -10% | 3% | 7%
Cc1ccc(C(=O)CSc2nnc(CNc3ccc(C)cc3C)n2Cc2ccco2)cc1 | ? | -27% | ? | 9% | -8% | 4%
CC(=O)Cc1cc(O)c2ccccc2c1OC(=O)c1ccc(Br)cc1 | -16% | -3% | 2.9µM* | 1% | 4% | 5.9µM*
Cc1ccc(OCCCN(C)C)c(Br)c1 | 8% | 5% | 34%[activator] | 2% | 11% | -23%
COc1ccc(CNC(=S)NNC(=O)c2cc3ccccc3o2)cc1 | -1% | -4% | 15% | -2% | -11% | -1%
COCCn1c(SCC(=O)NC2CCCC2)nnc1-c1ccncc1 | 10% | 8% | ? | -2% | 3% | 4%
O=c1cc(/C=C/c2c(F)cccc2Cl)[nH]c2ccccc12 | -7% | -6% | 0.93µM* | -1% | -8% | 6%
COc1ccc(Cl)cc1NC(=O)NCCCl | ? | 16% | ? | 0% | 0% | ?
CC(=O)N1c2ccc(S(=O)(=O)NCCC(=O)NC3CCCCCC3)cc2CC1C (stereo not given) | -16% | -1% | -10% | -7% | 1% | ?
COc1ccc(CNC(=O)c2cnn3c(C(F)F)cc(C)nc23)cc1OC | 10µM* | -3% | -9% | 0% | -7% | ?
Cc1sccc1C1C(C#N)=C(N)SC(N)=C1C#N | -11% | ? | 3% | -3% | . | 29%
Cc1ccc(-c2cc(C(=O)Nc3cc(C)ccc3O)no2)cc1 | 13% | 2% | 487%[activator] | -3% | 4% | -25%
CC(OC(=O)C1CCN(S(=O)(=O)c2ccccc2C(F)(F)F)CC1)C(=O)N(C)Cc1ccccc1 (stereo not given) | ? | -19% | ? | -4% | -3% | ?
Cc1ccc(S(=O)(=O)N(C)C)cc1NC(=O)COC(=O)c1sc2cc(Cl)ccc2c1Cl | 12% | ? | 12% | -4% | 8% | 62%[activator]
CCCOc1ccc(C(=O)N2CCCC2C(=O)O)cc1 (stereo not given) | 5% | 0% | 11% | 1% | 3% | 53%[activator]
O=C(Oc1ccc2c(c1)OCC2=O)c1ccccc1 | 6% | -3% | -2% | -8% | -15% | .
CCNC(=S)N/N=C1\CCCCc2ccccc21 | -5% | ? | 12µM* | 1% | -7% | ?
Cc1nc(N2CCC3(CC2)OCCO3)c2nnn(Cc3ccccc3F)c2n1 | ? | 0% | . | 8% | 6% | -14%
CCS(=O)(=O)N1CCCC(C(=O)NC2CCCCC2)C1 (stereo not given) | 21% | 10% | 65%[activator] | -8% | -6% | -6%
COc1ccc(NC(=O)CC2C(=O)N(Cc3ccccc3)C(=S)N2CCN2CCOCC2)cc1 (stereo not given) | 13% | 4% | ? | -9% | 2% | ?
CCc1ccc(OCC(=O)NCCc2ccc3c(c2)OCCO3)cc1 | -4% | -1% | ? | . | -2% | -29%
CSc1ccc(Cl)c(C(=O)N2CCN(c3ncccn3)CC2)c1 | 14% | 7% | -27% | . | 1% | -26%
COCCSc1ccccc1C(=O)Nc1nncs1 | 10% | -3% | 5% | 4% | 4% | -10%
O=C(O)CC1S/C(=N\N=C/c2ccccc2O)N(c2ccc(O)cc2)C1=O (stereo not given) | 17% | . | 12% | 3% | 0% | 25%
Cc1cc(C)cc(OC(=O)CCN2C(=O)c3ccccc3C2=O)c1 | 7% | -3% | ? | -3% | -8% | ?
CCOc1ccccc1NC(=S)N1CCCc2ccccc21 | 2% | 8% | 25% | 1% | -4% | ?
Cc1ccc(/C=N/n2c(C)cc(C)c(C#N)c2=O)cc1 | -10% | -6% | 15µM* | -3% | 14% | 15µM*
CCCOc1ccc(CSc2ncn[nH]2)cc1 | ? | 6% | 61%[activator] | -2% | ? | ?
CCCC(=O)Nc1nn(CCC)c2nc3ccccc3cc12 | ? | -1% | . | -4% | 3% | ?
O=C(NCc1ccco1)c1ccc2nc3sc4c(c3c(=O)n2c1)CCCC4 | ? | 11µM* | -72% | 0% | . | 1.9µM*
N#C/C(=C\c1cn(Cc2ccccc2)c2ccccc12)C(=O)NCc1ccco1 | ? | -7% | ? | 2% | -9% | ?
COc1ccccc1NS(=O)(=O)c1cc(NC(=O)c2ccc(Cl)nc2)ccc1Cl | 7.1µM* | -12% | 1.7µM* | 0% | -5% | 3.3µM*
Cc1cc(C)n(CCC(=O)N/N=C/c2ccc(Cl)c([N+](=O)[O-])c2)n1 | 21% | 1% | -3% | -3% | -4% | 5%
Cc1ccc(C)c(NS(=O)(=O)c2ccc(-c3ccc(=O)[nH]n3)o2)c1 | 7% | ? | 29% | 5% | 0% | ?
C=CCNC(=O)c1c(Cl)cccc1Cl | 5% | -13% | 4% | 1% | 11% | -19%
COc1cc(S(=O)(=O)N2CCN(C)CC2)c(OC)cc1Cl | 21% | 0% | . | -3% | -3% | .
CCN(CC)c1ccc(C(=O)OCC(=O)N2CCN(c3ccccc3)CC2)cc1 | 7% | 3% | -16% | 4% | -4% | ?
O=C(OCC(=O)N(Cc1ccccc1)Cc1ccccc1)c1ccccc1NCCO | -18% | 1% | ? | . | 2% | -18%
O=c1[nH]c(CSc2nc(-c3ccccc3)cs2)nc2ccccc12 | ? | 6% | 2% | -1% | ? | -9%
CNC(=O)CSc1nnc(-c2ccc(S(=O)(=O)N3CCCC3)cc2)n1-c1cccc(C)c1C | 6% | -9% | ? | -12% | ? | -10%
CNC(=O)[C@@H]1CCC(=O)N1 | ? | -13% | 28% | . | 2% | 61%[activator]
C/C(=N\NC(=O)COc1ccc(C#N)cc1)c1ccccc1OC(F)F | ? | 5% | 4% | -2% | 3% | -14%
CCOc1ccc(OCc2ccc(C(=O)N3CCCC(C)C3)cc2)cc1 (stereo not given) | ? | 9% | 75%[activator] | 2% | 1% | ?
Cc1ccccc1-n1cnnc1SCC(=O)N1CCN(c2ccccc2)CC1 | 22% | 5% | 7% | 0% | ? | .
CCN(CC)S(=O)(=O)c1ccc(C(=O)NCCCN=C2NS(=O)(=O)c3ccccc32)cc1 | ? | 1% | ? | 3% | -3% | 8.3µM*
NC(=O)COc1ccccc1C1=NO[C@@](CC(=O)O)(C(=O)Nc2ccc3c(c2)OCCO3)C1 | -1% | 18µM* | . | 0% | -8% | 5%
COc1ccc(CNC(=O)CSc2nc(-c3ccccc3)cc(-c3cccs3)c2C#N)cc1 | 0% | 9% | . | -4% | -18% | 6.6µM*
CCN(CC)CCCNC(=O)CSc1nc2c(c(C(F)(F)F)n1)CCc1ccccc1-2 | 16µM* | . | ? | 0% | 2% | 12%
CCOC(=O)C(=O)Nc1cc(Cl)ccc1C | 1% | -10% | 2% | 1% | -2% | 21%
Later entries:
SMILES | HCV inhibitor | Sm TGR block | Pf growth 48h | LmPK inh | Tb PYK inh | Pf growth 96h
CC(=C/c1ccccc1)/C=N/NC(=O)c1ccccn1 | 1% | 3% | ? | ? | 3% | 13%
CC(C)CNC(=O)CC(=O)NN=C1CCCC1 | 28% | -7% | -10% | 1% | -8% | -4%
COc1ccc(S(=O)(=O)N(CCCN2CCCC2=O)Cc2cc3c(C)ccc(C)c3[nH]c2=O)cc1 | 4%&-2% | -1% | ? | 0% | -1% | ?
CCOC(=O)C1(CCOC)CCN(Cc2ccccc2-c2ccco2)CC1 | 9% | 35µM* | ? | 2% | -3% | ?
Cc1ccc(C(=O)ONC(=O)c2ccc(Cl)cc2)cc1[N+](=O)[O-] | 12% | -24% | -3% | -2% | 31%[activator] | 23%
Cc1ccc(OCC(=O)N2CCCC(CCC(=O)N(C)CCc3ccccn3)C2)cc1 (stereo not given) | -6% | 0% | -40% | 0% | -7% | 60%[activator]
Cc1ccc(S(=O)(=O)NCCCC(=O)O)cc1 | 8% | . | 6% | 1% | -3% | -28%
COC(=O)C1(CCSC)NC(c2ccco2)C2C(=O)N(C)C(=O)C21 (stereo not given) | 0% | -2% | 16% | 0% | -4% | .
O=C(O)CN1CCN(Cc2ccc(F)cc2Cl)C1=O | 15% | 8.9µM* | ? | 4% | -1% | 8.3µM*
CC(=O)Nc1c(NC(C)(C)C)c2ccccc2oc1=O | 16% | 12% | 19% | -2% | 2% | 7%
CC1CCC(C(C)C)C(=O)/C1=C/c1ccc(N)cc1 (stereo not given) | -8% | 1% | 52%[activator] | -3% | -25% | 84%[activator]

Filtered by structure, the entries above containing an aryl methoxy group (eight)
SMILES | HCV inhibitor | Sm TGR block | Pf growth 48h | LmPK inh | Tb PYK inh | Pf growth 96h
COc1ccc(CNC(=S)NNC(=O)c2cc3ccccc3o2)cc1 | -1% | -4% | 15% | -2% | -11% | -1%
COc1ccc(Cl)cc1NC(=O)NCCCl | ? | 16% | ? | 0% | 0% | ?
COc1ccc(CNC(=O)c2cnn3c(C(F)F)cc(C)nc23)cc1OC | 10µM* | -3% | -9% | 0% | -7% | ?
COc1ccc(NC(=O)CC2C(=O)N(Cc3ccccc3)C(=S)N2CCN2CCOCC2)cc1 (stereo not given) | 13% | 4% | ? | -9% | 2% | ?
COc1ccccc1NS(=O)(=O)c1cc(NC(=O)c2ccc(Cl)nc2)ccc1Cl | 7.1µM* | -12% | 1.7µM* | 0% | -5% | 3.3µM*
COc1cc(S(=O)(=O)N2CCN(C)CC2)c(OC)cc1Cl | 21% | 0% | . | -3% | -3% | .
COc1ccc(CNC(=O)CSc2nc(-c3ccccc3)cc(-c3cccs3)c2C#N)cc1 | 0% | 9% | . | -4% | -18% | 6.6µM*
COc1ccc(S(=O)(=O)N(CCCN2CCCC2=O)Cc2cc3c(C)ccc(C)c3[nH]c2=O)cc1 | 4%&-2% | -1% | ? | 0% | -1% | ?
